MEKK2 WT-MEK5 – raises or lowers MEK5 binding to wildtype human MEKK2 PB1 domain; 290,000 tested, 1.1% active; bead flow cytometry, Alexa488-MEK5 binding to MEKK2 WT; actives lie on both sides; AID 1531; Q9Y2U5; binding response (% of control), % at 10 µM; in the data active means binding response below about 67% or above about 130%
pCIP destab – p/CIP protein destabilization; decrease of EGFP signal, % at 10 µM; Q05BA5; F442A p/CIP-EGFP cells, EGFP fluorescence, 16 h; 290,000 tested, 0.01% active;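 active means EGFP signal decrease of at least 30% at 10 µM or well 3 SD below plate mean, unless failing retest; inactive means the rest, including hits failing retest or dose response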; further: some compounds called inactive have numbers as strong as hits; many of its hits are not listed in these tables
NALP1 yeast inh – NALP1 inhibition; S. cerevisiae NALP1/ASC/caspase-1 growth, X-gal OD620, 72 h; inhibition, % at 10 µM; 280,000 tested, 0.61% active; AID 2071; in the data active means inhibition mostly above about 24%, no sharp cut-off; inactive means mostly below about 32%; further: some compounds called inactive have numbers as strong as hits
IDE inh – inhibits human insulin-degrading enzyme in HEK cells. FAbetaB cleavage, fluorescence polarization. AID 434962. 320,000 tested, 0.41% active. inhibition, % at 5.59 µM;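 active means percent inhibition above the average of all tested compounds plus 3 SD, set per screening campaign, cut at about 16% in these data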;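 further: IDE supplied by intact live HEK cells; FP after avidin binding of uncleaved biotin substrate so inhibition keeps polarization high; 0% = DMSO wells and 100% = 60 µM reference IDE inhibitor Ii1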
Target sequence (P14735 whole entry, looked up): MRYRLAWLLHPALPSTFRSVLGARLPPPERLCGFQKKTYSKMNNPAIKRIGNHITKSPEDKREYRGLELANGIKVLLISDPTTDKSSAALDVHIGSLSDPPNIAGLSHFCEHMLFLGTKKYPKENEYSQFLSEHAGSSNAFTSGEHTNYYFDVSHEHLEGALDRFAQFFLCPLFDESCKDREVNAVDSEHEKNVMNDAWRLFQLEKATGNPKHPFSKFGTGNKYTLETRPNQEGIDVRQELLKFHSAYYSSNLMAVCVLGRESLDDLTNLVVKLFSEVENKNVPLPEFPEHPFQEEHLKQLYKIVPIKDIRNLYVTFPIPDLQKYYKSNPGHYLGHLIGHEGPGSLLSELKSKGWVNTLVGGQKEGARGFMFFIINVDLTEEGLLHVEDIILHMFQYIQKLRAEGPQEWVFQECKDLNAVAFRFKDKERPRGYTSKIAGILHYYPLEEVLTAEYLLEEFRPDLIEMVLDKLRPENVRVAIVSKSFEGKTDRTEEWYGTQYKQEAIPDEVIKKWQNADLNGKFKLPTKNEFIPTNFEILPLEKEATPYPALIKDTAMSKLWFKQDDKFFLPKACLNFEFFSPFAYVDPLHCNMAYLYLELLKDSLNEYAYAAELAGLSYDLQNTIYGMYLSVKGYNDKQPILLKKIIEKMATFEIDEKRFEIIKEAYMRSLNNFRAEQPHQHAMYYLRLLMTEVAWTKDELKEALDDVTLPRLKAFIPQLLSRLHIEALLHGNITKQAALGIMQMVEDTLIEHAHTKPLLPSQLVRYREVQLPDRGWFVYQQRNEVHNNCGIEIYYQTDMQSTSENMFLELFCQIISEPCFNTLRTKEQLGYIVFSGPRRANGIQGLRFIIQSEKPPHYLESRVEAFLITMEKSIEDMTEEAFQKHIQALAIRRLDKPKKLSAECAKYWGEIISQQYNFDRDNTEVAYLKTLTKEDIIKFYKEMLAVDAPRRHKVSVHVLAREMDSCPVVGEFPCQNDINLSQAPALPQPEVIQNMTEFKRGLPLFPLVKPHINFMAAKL
M18AAP inhibitor – blocks P. falciparum M18 aspartyl aminopeptidase; 290,000 tested, 1.2% active; AID 1822; recombinant PfM18AAP, H-Glu-NHMec fluorogenic cleavage; inhibition, % at 7.35 µM;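 active means inhibition above the campaign mean inhibition over all tested compounds plus 3 SD, cut at about 28% in these data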;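 further: 0% = plate median of test compound wells and 100% = 2 mM ZnCl2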
MEKK2 mut-MEK5 – signal of MEK5 binding to mutant human MEKK2 PB1 domain | 290,000 tested, 0.35% active | AID 1530 | bead flow cytometry, Alexa488-MEK5 binding to MEKK2 mutant | percent response, % at 10 µM; in the data active means percent response above about 24%, passing the limit was not always enough; further: inactives centre near 1; some results filed as inactive read as strong as hits; reference of the scale not given here
MEKK3 PB1 HTS – modulators (inhibitors or enhancers) of MEK5 binding to human MEKK3 PB1 domain; 290,000 tested, 1.4% active; binding response (% of control), % at 10 µM; AID 1529; bead-based flow cytometry, Alexa488-MEK5 binding to MEKK3; actives lie on both sides; 0 = blocked by unlabeled MEK5, 100 = vehicle;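 active means binding response more than 3 SD above or below the average of its plate-row segment, actives on both sides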;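 further: Alexa488 bead fluorescence after subtracting the streptavidin-only scavenger bead signal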
SUMO HTRF inh – inhibitors of human SUMOylation (UBC9); inhibition, % at 35 µM; P63279; HTRF SUMOylation assay, SAE1/SAE2 + UBC9, in vitro; 290,000 tested, 0.36% active; in the data active means inhibition above about 50%, passing the limit was not always enough; further: strong numbers were not always called active
IDE act – activators of human insulin-degrading enzyme in cells | P14735 | 340,000 tested, 0.073% active | activation, % at 5.96 µM | HEK cells, FAbeta-B cleavage, fluorescence polarization; 0% vehicle, 100% cell-free pure enzyme wells;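 active means activation above the mean of all tested compounds plus 3 SD, set per screening campaign, cut at about 17% in these data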
* marks the source's active call; other numbers are inactive results; x = no result given; [ ] = dose if it differs, or a comment.

SMILES	MEKK2 WT-MEK5	pCIP destab	NALP1 yeast inh	IDE inh	M18AAP inhibitor	MEKK2 mut-MEK5	MEKK3 PB1 HTS	SUMO HTRF inh	IDE act
O=[N+]([O-])c1ccc(-[n+]2c(-c3ccccc3)cc(-c3ccccc3)cc2-c2ccccc2)cc1	126	-7	13	2	3	9	108	15	1
COc1ccc2[nH]c3c(c2c1)CCN[C@H]3C	128	-4	15	1	2	20	105	2	-1
O=C1NC(=O)C(CCc2ccncc2)(CCc2ccncc2)C(=O)N1CCc1ccccc1	98	14	9	-2	1	2	94	14	0
O=c1[nH]c(=O)n(Cc2ccccc2)c(O)c1C=NCCCn1ccnc1	101	10	12	2	-1	6	104	10	-3
Cn1c(O)c(C=NCCCN2CCCC2=O)c(=O)n(C)c1=O	109	-3	4	0	0	6	103	11	3
O=C(c1cccc2ccccc12)C1CCCN(Cc2ccon2)C1 (stereo unspecified)	89	4	x	-2	-1	-15	92	-19	0
COc1ccc(C2C(C(=O)N3CCC4(CC3)OCCO4)c3cc(OC)c(OC)cc3C(=O)N2C)cc1 (stereo unspecified)	106	-13	30	-8	-10	1	107	28	-1
COC(=O)c1ccc(NC(=O)CSc2nc3ccc(N4C(=O)C5C6C=CC(C6)C5C4=O)cc3s2)cc1 (stereo unspecified)	97	-8	32	4	-2	3	102	-8	-1
Cc1ccc(NC(=O)CN2C(=O)CN=C(c3ccccc3)c3cc(Cl)ccc32)cc1	100	-23	21	2	0	-5	103	-1	5
COc1ccccc1-n1c(O)c(C=NC2CC2)c(=O)[nH]c1=O	89	-1	-10	-1	3	-8	94	3	-2
CCCCC1(CCCC)C(=O)NC(=Nc2cccc(C)c2)NC1=O	96	13	2	3	-2	2	109	16	-1
Cc1ccc(-c2nc3ccccc3c(=O)n2-c2cccnc2)cc1	91	-2	12	11	1	-3	94	4	0
O=S(=O)(NC1CCCCC1)OCC(Cl)(Cl)Cl	103	-3	-2	-1	0	1	103	-7	2
CCOP(=O)(OCC)C(NC(=O)c1ccc(OC)cc1)C(Cl)(Cl)Cl (stereo unspecified)	101	0	-4	0	0	-2	99	-7	-3
COc1ccc(N2C(=O)/C(=C/c3ccc(C)o3)C(=O)NC2=S)cc1	91	-11	1	x	9	-3	97	8	-2
COc1ccc(S(=O)(=O)NC(CC(=O)N2CCC3(CC2)OCCO3)C(C)C)cc1 (stereo unspecified)	97	-7	21	4	1	1	102	17	4
Nc1nonc1OCCCCOc1nonc1N	100	-14	7	0	-10	-1	101	18	2
CCCN1C2CCCC1CC(NC(C)=O)C2 (stereo unspecified)	96	-9	3	3	2	-3	101	5	2
C=C(C)[C@H]1CN[C@H](C(=O)O)[C@H]1CC(=O)O	113	x	x	7	x	5	110	x	6
CCC(N)Cc1c[nH]c2ccccc12 (stereo unspecified)	74	0	18	x	-1	-7	64*[inhibitor]	10	2
O=C(COC(=O)Cc1ccccc1)Nc1cc(S(=O)(=O)N2CCOCC2)ccc1N1CCCC1	100	-3	19	-5	3	-1	96	10	-2
CCNCCNc1ccc([N+](=O)[O-])c2cccnc12	94	-13	18	15	12	-16	87	13	x
CC(Cc1ccccc1)NCc1ccccc1O (stereo unspecified)	100	25	11	1	-14	-7	102	7	5
O=C(COc1ccc(Br)cc1)N1CCN(Cc2ccc3c(c2)OCO3)CC1	99	-17	30	-1	-14	-3	100	24	-2
CC(=O)Nc1cc(C(=O)N2CCC3(CC2)OCCO3)ccc1Sc1ccc(C)cc1	89	4	-1	2	6	-11	88	18	7
COc1ccc(NC2(C#N)CCCCC2)cc1	96	-22	26	0	0	-5	95	3	6
CC(C)[C@H]1C(=O)O[C@@H]2CCN3CC=C(COC(=O)[C@](C)(O)[C@]1(C)O)[C@H]23	109	0	3	2	14	7	107	-7	-3
N#CC(C#N)=Cc1ccc(N2CCCC2)cc1	95	-14	7	9	0	0	102	-4	-10
O=C(/C=C/c1ccc(Br)cc1)NC(=S)N1C[C@H]2C[C@H](C1)c1cccc(=O)n1C2	98	2	-7	12	8	-2	98	6	6
CC1(C)CN=C(Nc2ccc(F)c(Cl)c2)S1	105	-8	27	10	2	1	103	11	2
O=C1c2ccccc2C2(c3ccc(Cl)cc3)NCCN12 (stereo unspecified)	x	2	-2	2	3	x	x	6	-1
CN(C)CCN=Cc1c(O)n(Cc2ccc3c(c2)OCO3)c(=S)[nH]c1=O	104	-2	x	1	-3	-1	102	10	7
COCCNC(=O)c1ccc(N2CC3CC(C2)c2cccc(=O)n2C3)c([N+](=O)[O-])c1 (stereo unspecified)	102	1	-20	-1	2	0	107	6	0
COc1ccc(NC(=O)N2C[C@@H]3C[C@@H](C2)c2cccc(=O)n2C3)c(OC)c1	97	1	10	7	-12	-2	98	7	1
Cn1c(=O)n(C)c2cc([N+](=O)[O-])c(N3CCNCC3)cc21	102	1	13	6	-7	6	104	3	-4
Cn1c(O)c(/C=C/C=Nc2ccccc2)c(=O)n(C)c1=O	100	-22	26	7	2	6	102	7	-5
CCC(C(=O)N1CCC2(CC1)OCCO2)n1c2ccccc2c2nc(=O)cc(C)n21 (stereo unspecified)	102	-27	23	-5	-1	-1	97	3	7
OCCOCC#CCN1CCOCC1	x	4	17	2	17	x	x	8	3
O=C(Cc1ccc(Cl)c(Cl)c1)NCC1(N2CCOCC2)CCCCC1	96	-8	2	2	-2	-6	101	11	8
Nc1ccc(C2(c3ccc(N)cc3)c3ccccc3-c3ccccc32)cc1	91	-1	22	-2	-5	-3	92	-4	3
Cc1ccc(N)c(C(=O)c2ccccc2)c1	102	0	6	4	-8	1	104	15	-1
Cc1ccc(-c2nc3ccccc3c(=O)n2-n2cccc2)cc1	97	-2	6	-7	-8	-8	95	19	0
COc1ccc(-c2nn(CCC#N)cc2C(=O)NCc2ccccc2)cc1[N+](=O)[O-]	106	6	2	x	-2	1	105	6	-1
COc1ccccc1CC1C(=O)C2CCN1CC2 (stereo unspecified)	106	9	13	2	2	3	103	14	3
Cc1ccc(OCC(=O)N2CCN(Cc3cccnc3)CC2)cc1	98	8	12	-3	-8	-1	106	14	-1
O=C(NCCN1CCCCC1)c1ccc(Cl)nc1Cl	134	-7	2	0	2	22	104	14	0
O=[N+]([O-])c1cc(F)c(N2CCCC2)cc1N1CCNCC1	109	4	4	1	0	4	103	-4	x
Cc1cc(N2CCOCC2)nc2ccc(NC(=O)CCC(=O)N3CCC4(CC3)OCCO4)cc12	x	-3	-2	6	7	x	x	14	-1
CCOC(=O)C1CCN(/C=C2/C(=O)NC(=O)N(Cc3ccco3)C2=O)CC1	100	-1	-9	-1	10	-2	100	-8	2
COc1ccc(C(=O)N/N=C/C23CC[C@@H](O)CC2(O)CC[C@@H]2[C@@H]3CCC3(C)C(C4=CC(=O)OC4)CCC23O)cc1 (stereo partly specified)	94	0	x	-1	2	-4	96	-9	2
Cc1ccc(-c2nn(Cc3ccccc3)cc2C=O)cc1	103	1	x	9	1	-1	106	-5	-3
CCOc1ccccc1-n1c(O)c(C=NCc2ccc3c(c2)OCO3)c(=O)[nH]c1=O	103	-6	1	2	0	7	106	-8	0
COc1cccc(-n2c(O)c(C=NCCN3CCOCC3)c(=O)[nH]c2=O)c1	103	-4	-6	0	8	1	103	-12	4
CSc1nnc(OC(=O)N(C)C)n1-c1ccc(Cl)cc1	71	3	12	-3	-8	-19	67	14	0
Cc1cc(=O)oc2c(C)c(OCC(=O)N3CCN(Cc4ccc5c(c4)OCO5)CC3)ccc12	107	6	6	-3	4	9	106	18	3
CC(Oc1ccc(-c2ccccc2)cc1)C(=O)O (stereo unspecified)	104	-16	13	1	-2	1	105	-11	1
CCC(=NCCCn1ccnc1)c1c(O)n(-c2ccc(OC)cc2)c(=O)[nH]c1=O	103	0	-8	5	-1	1	100	18	2
CC(C)(C)n1cc(C(=O)c2ccccc2OCCCF)cn1	104	-6	16	2	-6	4	100	-4	5
C=CCC1C(=O)NC(=S)NC1=O	79	8	17	2	-10	-9	85	1	1
CCN(CC)C(=O)c1ccc(NC(=O)CNC(C)c2cccc3ccccc23)cc1 (stereo unspecified)	97	7	13	9	-12	-3	98	-9	2

5 structures already listed, ordered by count of non-hydrogen atoms, descending.
SMILES	MEKK2 WT-MEK5	pCIP destab	NALP1 yeast inh	IDE inh	M18AAP inhibitor	MEKK2 mut-MEK5	MEKK3 PB1 HTS	SUMO HTRF inh	IDE act
Cc1cc(N2CCOCC2)nc2ccc(NC(=O)CCC(=O)N3CCC4(CC3)OCCO4)cc12	x	-3	-2	6	7	x	x	14	-1
O=[N+]([O-])c1ccc(-[n+]2c(-c3ccccc3)cc(-c3ccccc3)cc2-c2ccccc2)cc1	126	-7	13	2	3	9	108	15	1
COc1ccc(-c2nn(CCC#N)cc2C(=O)NCc2ccccc2)cc1[N+](=O)[O-]	106	6	2	x	-2	1	105	6	-1
O=C(Cc1ccc(Cl)c(Cl)c1)NCC1(N2CCOCC2)CCCCC1	96	-8	2	2	-2	-6	101	11	8
C=CCC1C(=O)NC(=S)NC1=O	79	8	17	2	-10	-9	85	1	1

Next part:
SMILES	MEKK2 WT-MEK5	pCIP destab	NALP1 yeast inh	IDE inh	M18AAP inhibitor	MEKK2 mut-MEK5	MEKK3 PB1 HTS	SUMO HTRF inh	IDE act
CCC(C)N1C(=O)NC(=O)C2(Cc3c(ccc4ccccc34)N(C)C2)C1=O (stereo unspecified)	122	-11	4	1	-1	5	119	29	7
Cc1cc(/C=C2\C(=O)NC(=O)N(c3ccc(Br)cc3)C2=O)c(C)n1C	100	1	8	10	4	6	102	2	-2
C[N+]1=C(/C=C/Nc2ccccc2)C(C)(C)c2ccccc21	110	-10	8	1	0	10	103	26	5
O=C1NC(=O)C(=Cc2ccc(-c3ccc(Cl)cc3)o2)C(=O)N1	96	2	10	2	33*	-6	100	3	3
CCN(CC)c1ccc(/C=C2/C(=O)NC(=O)N(CC3CCCO3)C2=O)cc1 (stereo unspecified)	99	-12	-6	6	11	-3	96	4	-4
CN1C(=O)C(=Cc2cn(CC(=O)N3CCCCC3)c3ccccc23)C(=O)N(C)C1=O	99	10	6	4	13	-1	101	-13	0
CC[n+]1c(/C=C/N(C)c2ccccc2)sc2ccc(Cl)cc21	54*[inhibitor]	-18	5	1	36*	-14	83	29	0
O=P(Nc1cccc(Cl)c1)(Oc1ccccc1)Oc1ccccc1	96	-9	22	3	-6	-5	95	13	4
NC1=C([N+](=O)[O-])C(c2ccc3c(c2)OCO3)c2c(c3ccccc3oc2=O)O1 (stereo unspecified)	99	-2	x	-3	0	-8	100	11	x
COC(=O)C1C2c3ccccc3OC1(C)N=c1s/c(=C/c3cnn(C)c3)c(=O)n12 (stereo unspecified)	106	-3	-10	2	0	6	102	12	0
C=CCN1C(=O)NC(=O)/C(=C/C=C/c2ccccc2)C1=O	100	1	-3	x	-4	5	104	0	-9
O=C(c1cc(S(=O)(=O)N2CCCCC2)ccc1F)N1CCC2(CC1)OCCO2	96	8	14	-1	4	3	99	-5	-2
CCn1c(P(C)(=O)O)nc2cc(NC(=O)c3ccccc3F)ccc21	94	-29	1	-3	3	0	104	17	-6
CC(=NCCN(C)C)c1c(O)n(Cc2ccccc2)c(=O)[nH]c1=O	94	-8	11	-5	-3	-8	83	3	-1
CN1CCN(c2ccc([N+](=O)[O-])c(N)c2)CC1	97	-5	42	1	-5	-1	98	7	3
C[n+]1c(-c2ccccc2)c2cc(N)ccc2c2ccc(N)cc21	104	-64	13	4	34*	10	89	101*	8
CCOC(=O)C(O)(c1ccc(N(CC)S(=O)(=O)c2ccccc2)cc1)C(F)(F)F (stereo unspecified)	x	0	4	3	-4	x	x	-33	8
O=c1[nH]c(=S)n(Cc2ccc(F)cc2)c(O)c1C=NCc1cccnc1	100	0	11	1	9	-3	102	15	6

High-throughput results as filed in PubChem BioAssay.

Only part of the results is shown; the hit share may differ from the screen's.
